# Screens: PubChem BioAssay, School of Medicine, Boston University
# PL synth Enamine – animal cell phospholipid biosynthesis inhibition, Enamine screen | ZR-82 CHO cells, pyrene fatty acid UV survival, CellTiter Blue; peroxisome-deficient CHO-K1 mutant line; plus DGAT-1, DGAT-2 and ACAT inhibitors | calls only at 10 µM | 20,000 compounds, 0.4% hits | AID 1347385;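 active = cell survival signal 2 SD away from solvent-only control wells, confirmed on one or two retests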;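 note: 3 h compound exposure then viability read about one day after UV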
# Calls only; i = inactive; + = active, no number. These rows are one share of the data; the hit share may differ from the screen's.
SMILES,PL synth Enamine
OC1(c2ccc(Cl)cc2)C[N+](CCc2ccccc2)=C2SCCCN21 (stereo not given),i
Clc1cc(Cl)c(N/N=C/c2c[nH]c3ccc(Br)cc23)c(Cl)c1,i
c1ccc2[nH]c(Cc3nc4ccccc4[nH]3)nc2c1,i
CC(C)n1nnnc1SCC(=O)NC(=O)NC1CCS(=O)(=O)C1 (stereo not given),i
CS(=O)(=O)N1CCc2cc(C(=O)CSc3nnnn3C3CC3)ccc21,i
COc1ccc(C2=CC(c3ccc(F)c(F)c3)n3ncnc3N2)cc1OC (stereo not given),i
CN(C)c1ccc(NC(=S)NC23CC4CC(CC(C4)C2)C3)cc1,i
CC(C)(C)C(=O)COC(=O)c1nccnc1N,i
c1ccc(-c2nnc(CSc3nnc(NC4CC4)s3)o2)cc1,i
O=c1c(Oc2ccccc2)c(C(F)(F)F)oc2cc(O)ccc12,i
Cc1cccc(C2Sc3ccccc3N=C3c4ccccc4C(=O)C32)c1 (stereo not given),i
O=C(CSc1n[nH]c(-c2cccs2)n1)Nc1ccnn1C1CCCC1,i
CCCCn1c(=O)[nH]c(=O)c2c1nc(CCC(=O)OC)n2CC(C)C,i
CC(=O)Cn1cnc2sc3c(c2c1=O)CCC3,i
O=S(=O)(Nc1cc(S(=O)(=O)N2CCOCC2)ccc1O)c1ccc2c(c1)OCCO2,i
COc1cc(C2NC(=O)NC3=C2C(=O)CCC3)cc(OC)c1OC (stereo not given),i
O=C1c2cc(Cl)c(Cl)cc2C(=O)N1Cc1cc(=O)oc2ccc3ccccc3c12,i
O=c1ccc(C(F)(F)F)c[nH]1,i
Fc1ccccc1Cn1c2[n+](c3ccc(C(F)(F)F)cc31)CCCCC2,i
Nc1ccc(-n2nncc2C23CC4CC(CC(C4)C2)C3)cc1,i
O=S(=O)(c1ccc(S(=O)(=O)N2CCc3ccccc32)cc1)N1CCCC1,i
O=C(O)/C=C/C(=O)NC1CCCC(C(F)(F)F)C1 (stereo not given),i
CC(C)Cn1c(N)c(C(=O)COC(=O)c2cccn2C)c(=O)n(C)c1=O,i
Brc1ccc(OCc2cn3cccnc3n2)c(Br)c1,i
O=C1N(c2ccc3c(c2)OCO3)C(c2ccc(Cl)cc2)C1(F)F (stereo not given),i
O=C1NC(=NC2CCCC2)S/C1=C\c1ccc2c(c1)OCCO2,i
CCCN1CCN(CC(O)COCC2=CCC3CC2C3(C)C)CC1 (stereo not given),i
Brc1ccccc1C1N=C(c2ccccc2)NO1 (stereo not given),i
C=CCN=c1scc(-c2ccc(Cl)cc2)n1/N=C/c1cccnc1,i
O=S(=O)(c1cc(Br)ccc1Br)N1CCN(c2ncccn2)CC1,i
Cc1sc2nc(-c3cccs3)oc(=O)c2c1C,i
O=[N+]([O-])c1cccc2c1OC1(N3CCOCC3)CCCCC1=C2 (stereo not given),i
COC(=O)NC(NC(=S)Nc1c(Cl)cc(Cl)cc1Cl)C(Cl)(Cl)Cl (stereo not given),i
NC(=O)c1c(NC(=O)COC(=O)C2=COCCO2)sc2c1CCC2,i
CC(C)(C)C(=O)Cn1cnc2sccc2c1=O,i
O=C(Nc1nc2c(s1)CCCC2)C12CC3CC(CC(C3)C1)C2,i
O=C(O)c1ccccc1-c1c2cc(I)c(=O)c(I)c-2oc2c(I)c(O)c(I)cc12,i
S=c1[nH]nc(COc2ccccc2Cl)n1C1CC1,i
Clc1ccc2nc(SCCOc3ccc(Br)cc3)[nH]c2c1,i
COC(=O)N/N=C1\CC(C)CC(C)(C)C1 (stereo not given),i
FC(F)(F)c1nc(N2CCCC2c2nc3ccccc3s2)c2ccccc2n1 (stereo not given),i
CC(C)CN1C(=O)/C(=C/c2c(N3CCN(CCO)CC3)nc3ccccn3c2=O)SC1=S,i
OCC(O)C(O)C(O)c1cnn(-c2ccccc2)n1 (stereo not given),i
COCCN=c1scc(-c2ccc(Cl)cc2Cl)n1/N=C/c1ccc2c(c1)OCCO2,i
CSCCSc1nnc(Nc2ccc(C(C)C)cc2)s1,i
CCn1ccnc1P(=Nc1ccc([N+](=O)[O-])cc1Br)(N1CCOCC1)N1CCOCC1,i
NS(=O)(=O)c1ccc(Sc2nnc3ccccn23)c([N+](=O)[O-])c1,i
O=C1Nc2ccc(Br)cc2C12Oc1ccccc1C1CC(c3ccc(Br)cc3)=NN12 (stereo not given),i
Fc1ccc(C2=CC(c3cccc(C(F)(F)F)c3)n3ncnc3N2)cc1 (stereo not given),i
Cc1ccc2nc(CSc3ncnc4sc5c(c34)CCC5)cc(=O)n2c1,i
O=S(=O)(c1ccc(Cl)c(NC(=S)Nc2cc(Cl)ccc2Cl)c1)N1CCOCC1,i
Cc1ccc(-c2c3c(nc4sc5c(c24)CCCC5)-c2cc(F)ccc2SC3)cc1,i
Oc1c(C(c2ccccn2)N2CCN(c3ccccn3)CC2)ccc2cccnc12 (stereo not given),i
N=C1C(c2nc3ccccc3[nH]2)=C(O)CN1NC(=O)c1sc2ccccc2c1Cl,i
CCCCn1c(N)c(N(CC(C)C)C(=O)CCCSc2nncs2)c(=O)[nH]c1=O,i
CSc1ccc(/C=C/C(=O)c2ccc3c(c2)OCCO3)cc1,i
CC(C)(C)C1=CC(=Nc2ccc3c(c2)OCCO3)C=C(C(C)(C)C)C1=O,i
CN(C)CCSc1nnnn1-c1ccccc1,i
CC(C)(C)OC(=O)N1CCC(C(=O)O)CC1,i
C/C(=N\NC(=S)NC1CCCCC1)c1cccs1,+

# (continued)
SMILES,PL synth Enamine
CN(/N=C/c1ccc([N+](=O)[O-])o1)c1ccccc1,i
Cc1nc(-c2cccs2)c(CC(=O)O)s1,i
CCC(CO)Nc1nc(C)nc2sc3c(c12)CCCC3 (stereo not given),i
S=C(NCC1(N2CCCCC2)CCCCC1)NC1CCCCC1,i
Cc1csc2nc(CSc3nnc(-c4ccco4)n3C)cc(=O)n12,i
COC(=O)C1=C(C)NC2=C(C(=O)CC(C)(C)C2)C1c1cccs1 (stereo not given),i
Cc1nc(CSCC(=O)O)cs1,i
Cc1sc(NC(=O)C(C)(C)C)c(C(=O)O)c1C,i
CCCCn1c(N)c(N(CC(C)C)C(=O)CCCSc2nnnn2C)c(=O)[nH]c1=O,i
Cc1cc(-n2c(C)cc(C(=O)COC(=O)/C=C/c3ccc(Br)o3)c2C)no1,i
Clc1ccc(C2Nc3ccccc3Nc3n[nH]c(-c4ccccc4)c32)cc1 (stereo not given),i
Clc1ccc2nc(-c3ccc(-c4ccccc4)cc3)cn2c1,i
Nc1c(Br)cc([N+](=O)[O-])cc1S(=O)(=O)C(F)F,i
Nc1ccc(S(=O)C(F)(F)F)cc1 (stereo not given),i
CCC(C)(CC(=O)O)CC(=O)O,i
Cn1ccsc1=NC(=O)C12CC3CC(CC(Cl)(C3)C1)C2,i
O=C1/C(=C/c2ccc3c(c2)OCO3)COc2ccccc21,i
O=C(O)C1CC(O)CN1S(=O)(=O)c1ccc(Cl)c(Cl)c1 (stereo not given),i
Cc1csc(CC(N)=S)n1,i
COc1ccc2c(CCNC(N)=S)c[nH]c2c1,i
FC(F)(F)c1cccc(Cc2c[nH]c(=S)s2)c1,i
O=[N+]([O-])c1cc(S(=O)(=O)N2CCOCC2)ccc1N/N=C1\CCS(=O)(=O)c2ccc(F)cc21,i
CCC(CO)NC(=O)C(=O)NC(CC)CO (stereo not given),i
OC1(c2ccccc2)CC(=Nc2ccc(SC(F)F)cc2)C=C1c1ccccc1 (stereo not given),i

# Among those listed so far, 9 contain bromine:
SMILES,PL synth Enamine
Clc1cc(Cl)c(N/N=C/c2c[nH]c3ccc(Br)cc23)c(Cl)c1,i
Brc1ccc(OCc2cn3cccnc3n2)c(Br)c1,i
Brc1ccccc1C1N=C(c2ccccc2)NO1 (stereo not given),i
O=S(=O)(c1cc(Br)ccc1Br)N1CCN(c2ncccn2)CC1,i
Clc1ccc2nc(SCCOc3ccc(Br)cc3)[nH]c2c1,i
CCn1ccnc1P(=Nc1ccc([N+](=O)[O-])cc1Br)(N1CCOCC1)N1CCOCC1,i
O=C1Nc2ccc(Br)cc2C12Oc1ccccc1C1CC(c3ccc(Br)cc3)=NN12 (stereo not given),i
Cc1cc(-n2c(C)cc(C(=O)COC(=O)/C=C/c3ccc(Br)o3)c2C)no1,i
Nc1c(Br)cc([N+](=O)[O-])cc1S(=O)(=O)C(F)F,i

# 8 compounds from above, arranged by molecular weight, largest number first:
SMILES,PL synth Enamine
Cc1cc(-n2c(C)cc(C(=O)COC(=O)/C=C/c3ccc(Br)o3)c2C)no1,i
CS(=O)(=O)N1CCc2cc(C(=O)CSc3nnnn3C3CC3)ccc21,i
Clc1ccc(C2Nc3ccccc3Nc3n[nH]c(-c4ccccc4)c32)cc1 (stereo not given),i
CC(C)n1nnnc1SCC(=O)NC(=O)NC1CCS(=O)(=O)C1 (stereo not given),i
CCCCn1c(=O)[nH]c(=O)c2c1nc(CCC(=O)OC)n2CC(C)C,i
COc1ccc2c(CCNC(N)=S)c[nH]c2c1,i
c1ccc2[nH]c(Cc3nc4ccccc4[nH]3)nc2c1,i
CC(C)(C)OC(=O)N1CCC(C(=O)O)CC1,i

# (more compounds)
SMILES,PL synth Enamine
O=C1CCCCC1Sc1nc2cc(Cl)ccc2c(=O)n1C1CCCCC1 (stereo not given),i
NS(=O)(=O)c1ccc(Cl)c([N+](=O)[O-])c1,i
CCOCCCN1C(=O)/C(=C/c2c(N3CCCCC3)nc3c(C)cccn3c2=O)SC1=S,i
CCOC(=O)c1sc2nc(/C=C/c3ccc(C)s3)[nH]c(=O)c2c1C,i
Cn1c(-c2cccnc2)n[nH]c1=S,i
Oc1c(C(c2ccc(C(F)(F)F)cc2)N2CCCC2)cc(Cl)c2cccnc12 (stereo not given),i
COc1ccc2c(=O)c(-c3ccon3)coc2c1,i
CC1(c2ccc(S(C)(=O)=O)cc2)C=C(c2ccc(S(C)(=O)=O)cc2)n2ncnc2N1 (stereo not given),i
Cc1sc2nc(CSC(C)C(=O)NC(C)C34CC5CC(CC(C5)C3)C4)[nH]c(=O)c2c1C (stereo not given),i
NC(=O)c1c(NC(=O)C2CC3C=CC2C3)sc2c1CCCC2 (stereo not given),i
CCCC/C(C)=N/NC(=O)Cn1ccc(C(F)(F)F)n1,i
Cn1nnnc1SCC(=O)C(C)(C)C,i
O=S(=O)(c1ccc(N2CCCC2c2ccc3c(c2)OCCO3)nc1)N1CCOCC1 (stereo not given),i
O=c1[nH]c2cc3c(cc2[nH]c1=O)OCCO3,i
Cn1cnnc1SCC(=O)N1CCCCCC1,i
Cn1c2ccccc2n2c(=S)[nH]nc12,i
CC(C)(C)C1=N/C(=C\c2ccc(Br)cc2)C(=O)O1,i
CCOC(=O)c1c(N)sc(C(=O)OC)c1C,i
Cc1n[nH]c(=O)c2c(NC(=O)CSc3nnc(NC4CC4)s3)oc(C)c12,i
COc1cc(C2SCCS2)ccc1OCc1cccc2ccccc12,i
CCOc1ccc(N=Nc2c(C)n[nH]c2C)cc1,i
c1ccc(C(Sc2nnc3ccccn23)c2ccccc2)cc1,i
CN1/C(=C2\C=NN(c3ccccc3)P2(=Nc2cccc3ccccc23)N2CCOCC2)C(C)(C)c2ccccc21 (stereo not given),i
CCNc1nnc(SCC(=O)c2c(N)n(C3CC3)c(=O)[nH]c2=O)s1,i
O=c1c2cnn(-c3ccccc3)c2ncn1Cc1cc(=O)n2ccsc2n1,i
Cn1c(N)c(C(=O)CSC2=NCCS2)c(=O)n(C)c1=O,i
COc1ccc(C2=CC(c3cccc4ccccc34)n3nnnc3N2)cc1 (stereo not given),i
CC1(NC(=O)NC2(C)CCS(=O)(=O)C2)CCS(=O)(=O)C1 (stereo not given),i
CCCn1c(SCC(=O)N2CCCC2)n[nH]c1=O,i
CN(CC(=O)NC1CCCCC1)C1CCS(=O)(=O)C1 (stereo not given),i
O=c1c2ccc(Cl)cc2[nH]c(=S)n1C1CCCCC1,i
CCCCn1c(N)c(N(CC)C(=O)C2CCC2)c(=O)[nH]c1=O,i
CN(CC(=O)NCc1ccco1)C(=O)CCN1C(=O)NC(C)(C)C1=O,i
CC(C)(C)Nc1ncnc2sc3c(c12)CCC3,i
O=C(O)C12CC3(Br)CC(Br)(CC(Br)(C3)C1)C2,i
O=C1OC(c2ccc(Cl)cc2)=N/C1=C\c1ccc(F)cc1,i
CC(C)C(=O)N=C1N=C2C=CC(I)=CN2Cc2ccccc21,i
CC1c2cccn2CCN1S(=O)(=O)c1cc(C(F)(F)F)cc(C(F)(F)F)c1 (stereo not given),i
O=C(OCn1nnc2ccccc2c1=O)c1sc2cc(F)ccc2c1Cl,i
S=c1[nH]nc(-c2ccncc2)n1-c1ccc(Cl)c(Cl)c1,i
O=S(=O)(Nc1nc2ccc(F)cc2s1)c1ccccc1C(F)(F)F,i
Cc1cc(NC(=O)CSc2nnc(C3CC3)n2C2CC2)no1,i
O=C(NC(Nc1ncccn1)C(Cl)(Cl)Cl)c1ccco1 (stereo not given),i
O=[N+]([O-])c1cc(S(=O)(=O)Nc2ccccc2)ccc1N/N=C1\CC2CC=CC12 (stereo not given),i
O=C(Nc1nnc(C2CC2)s1)c1cc2c(s1)CCCC2,i
O=C1NC(=S)/C(=C\c2ccc(-c3nc4ccccc4s3)o2)S1,i
FC(F)(F)c1nc2n(n1)C(c1c(Cl)cccc1Cl)C=C(c1ccc(Cl)cc1)N2 (stereo not given),i
O=c1[nH]ncc(N2CCc3ccccc3C2)c1Cl,i
O=S1(=O)CC2C(C1)N(c1ccccc1)C(=S)N2c1ccccc1 (stereo not given),i
Cc1nc(SCC(=O)c2cc(C)n(Cc3ccco3)c2C)c2c3c(sc2n1)CCC3,i
CC(NC(=O)c1ccc(Br)o1)C1CC2CCC1C2 (stereo not given),i
O=C(O)C1CCOCC1,i
c1cc2c(cc1C1=NNC(=NC3CC3)SC1)OCCO2,i
COC(=O)CNC(=O)CCc1n[nH]c(=S)[nH]c1=O,i
c1ccc(-c2ccc(N=c3oc4ccc5ccccc5c4cc3-c3nc4ccccc4[nH]3)cc2)cc1,i
CCOc1cc2nc3c4cc(Br)ccc4n(CC)c3nc2cc1OCC,i
O=C(O)CCSc1n[nH]c(=S)s1,i
